GLS inhibitor = qHTS for Inhibitors of Glutaminase (GLS). Glutaminase kidney isoform, mitochondrial (Homo sapiens), O94925. GLS enzymatic activity, qHTS titration. Potency, µM (doses to about 45.5 µM), inactives show at the top dose activity change, negative = inhibition, actives largely listed as inhibitors. actives 0.21% (n = 410,000). AID 624170, 2012; also: potency is read from the fitted curve at half-maximal effect; % is scaled to controls: 0 for no effect and ±100 for the full control effect
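Human kidney-isoform GLS in 45 mM KH2PO4 pH 8.2, 0.02% Tween-20, with compound, started with 1mM L-Glutamine (added stock). Glutamate oxidase/HRP/Amplex red coupled fluorescence read at start and after 30 min at RT.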
G9a inh = qHTS Assay for Inhibitors of Histone Lysine Methyltransferase G9a. G9a H3K9 monomethylation, AlphaScreen, 2 h. Potency, µM (top dose mostly 102 µM), for the others: at the highest dose activity, negative = inhibition, usual class: inhibitors. actives 8.8% (n = 350,000). AID 504332, 2011; also: potency is read from the fitted curve at half-maximal effect; % is scaled to controls: 0 for no effect and ±100 for the full control effect; nearly all actives have a fitted effect of over 75% in size
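Using a bead-based AlphaScreen, monomethylated H3K9 product from 2 h room-temperature reactions (G9a 20 nM, peptide 500 nM, SAM 20 uM) was detected with 0.5 ug/mL rabbit anti-H3K9me1 antibody.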
HP1b chromo inh = HTS for Inhibitors of HP1-beta Chromodomain Interactions with Methylated Histone Tails. Chromobox protein homolog 1 (Homo sapiens), P83916. AlphaScreen HP1-beta / biotin-H3K9me3 peptide binding. Potency, µM (series often up to 114 µM), without a hit: at the highest dose activity change, negative = inhibition, usual class: inhibitors. actives 0.56% (n = 390,000). AID 540317, 2011; also: potency is read from the fitted curve at half-maximal effect; nearly all actives have a fitted effect of over 70% in size; inactives centre near 23
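AlphaScreen: HP1-beta (50 nM) preformed 30 min with biotin-H3(1-18)K9me3 peptide (50 nM) in PBS pH 7.4, 0.01% Tween-20. Compound added for 30 min at RT, then streptavidin donor/nickel chelate acceptor beads (10 ug/mL) for 30 min.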
BAZ2B block = qHTS Assay for Inhibitors of BAZ2B. Potency, µM (series often up to 114 µM), for the others: at the highest dose activity change, negative = inhibition, actives largely listed as inhibitors. Bromodomain adjacent to zinc finger domain protein 2B (Homo sapiens), Q9UIF8. AID 504333, 2011. actives 4.4% (n = 360,000). AlphaScreen BAZ2B-H3K14Ac peptide displacement; also: potency is read from the fitted curve at half-maximal effect; % is scaled to controls: 0 for no effect and ±100 for the full control effect; nearly all actives have a fitted effect of over 60% in size
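Complex of BAZ2B and biotin-H3K14Ac (50 nM apiece) forms over 30 min at RT, then faces library compounds up to 110 uM for another 30 min; AlphaScreen beads added, 20 min dark incubation, luminescence read.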
JMJD2A Tudor inh = qHTS Assay for Inhibitors of JMJD2A-Tudor Domain | Lysine-specific demethylase 4A (Homo sapiens), O75164 | AlphaScreen JMJD2A-Tudor / H3K4me3 peptide binding | Potency, µM (highest dose often 114 µM), for inactives: at the top dose activity change, negative = inhibition, usual class: inhibitors | actives 4.4% (n = 390,000) | AID 504339, 2011; also: potency is read from the fitted curve at half-maximal effect; % is scaled to controls: 0 for no effect and ±100 for the full control effect; nearly all actives have a fitted effect of over 50% in size
Pin1 inh = qHTS Assay to Find Inhibitors of Pin1 | Peptidyl-prolyl cis-trans isomerase NIMA-interacting 1 (Homo sapiens), Q13526 | Pin1 FP peptide displacement, HiFluor488, 10 min | Potency, µM (highest dose often 115 µM), for the others: top-dose activity, negative = inhibition, hits mostly inhibitors | actives 0.009% (n = 390,000) | AID 504891, 2011; active = well fitted inhibition curve with a large enough effect in the polarisation, with a control signal flat, not every such curve was filed as active; inconclusive = small, poorly fitted or top-dose-only effect, or effect the other way, or a change in a side signal; inactive = no such curve, though single readings can be large or run the other way; the % refers to the polarisation; also: potency is read from the fitted curve at half-maximal effect; % is scaled to controls: 0 for no effect and ±100 for the full control effect
PI4K2A inh = qHTS for small molecular inhibitors of PI4K2A; AID 1346378, 2018; actives 0.13% (n = 420,000); purified PI4K2A, ADP-Glo luminescence, 1 h; stronger effect = lower value; Phosphatidylinositol 4-kinase type 2-alpha (Homo sapiens), Q9BTU6; activity change, negative = inhibition, % at 76.9 µM; in the data active = activity change below about -50%; inconclusive = mostly about -30% to -49%;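 also: -100% = wells without enzyme as full effect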
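In this quantitative HTS, ADP production by PI4K2A was quantified luminescently after 1 h at ambient temperature; 100 microM adenosine served as plate-quality control.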
Pol eta inh = qHTS for Inhibitors of Polymerase Eta; DNA polymerase eta (Homo sapiens), Q9Y253; recombinant Pol eta, fluorescent DNA replication assay; Potency, µM (doses to about 114 µM), without a hit: at the highest dose activity change, negative = inhibition, most hits filed as inhibitors; actives 1.2% (n = 390,000); also: potency is read from the fitted curve at half-maximal effect; % is scaled to controls: 0 for no effect and ±100 for the full control effect
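Pol eta at 10 nM preincubated with compounds 15 min at room temperature; reaction started with fluorescent substrate (50 nM final) and read kinetically at 0 and 10 min.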
Tb PGK inh = qHTS Assay to Find Inhibitors of Phosphoglycerate Kinase. Phosphoglycerate kinase, glycosomal (Trypanosoma brucei brucei), P07378. PGK/GAPDH coupled, Kinase-Glo luminescence, 60 min. Potency, µM (highest dose often 57.5 µM), without a hit: at the highest dose activity change, negative = inhibition, usual class: inhibitors. actives 0.043% (n = 380,000); also: potency is read from the fitted curve at half-maximal effect; % is scaled to controls: 0 for no effect and ±100 for the full control effect; nearly all actives have a fitted effect of over 60% in size
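Luminescent ATP detection (Kinase-Glo Plus) follows a 60-minute room-temperature incubation, with wells lacking PGK as controls. Buffer: 100 mM TEA (pH 7.6), 5 mM MgCl2, 0.01% Tween-20. Coupling enzyme GAPDH (100 nM final) supplies unstable 1,3-BPG in-well.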
An asterisk follows results filed as active; i = inactive; ? = inconclusive; . = not tested or not shown; [ ] = dose if it differs, or a comment. Unless noted, calls follow the shape of the dose curve; as a rule, active = well fitted curve in the direction sought with a large enough effect; inconclusive = small, poorly fitted or top-dose-only effect, or another doubt; inactive = no such curve, though single readings can be large; an effect the other way counts as inactive or inconclusive.

SMILES	GLS inhibitor	G9a inh	HP1b chromo inh	BAZ2B block	JMJD2A Tudor inh	Pin1 inh	PI4K2A inh	Pol eta inh	Tb PGK inh
CCc1ccccc1NC(=O)NC1CC2CCC(C1)N2Cc1ccco1 (centres undefined)	-6%	5%	25%	-21%	-8%	-3%	11	-7%	i
Cc1cc(C)c2c(NC(=O)c3ccccc3Cl)c(C(=O)Nc3ccc(C)c(C)c3)sc2n1	0%	5%[59 µM]	17%	-4%	-15%	-4%	0	3%	i
O=C1CCC(/C=C/c2ccccc2)=NN1Cc1ccccc1	9%	71%[activator]	52%[activator]	13%	17%	0%	0	-2%	-2%
OCC[C@H]1C[C@@H](O)[C@H](O)[C@]2(CCCc3ccccc3O2)O1	-4%	11%[2.33 µM]	57%[activator]	8%	1%	-1%	0	2%	-2%
CCCCCn1cnnc1SCC(=O)c1c(N)n(C2CC2)c(=O)[nH]c1=O	13%	-9%	17%	0%	-6%	7%	1	1%	8%
Cc1cccc(-c2ccc3c(c2)C2CC3CCN2Cc2ccc3c(c2)OCO3)c1 (centres undefined)	-8%	.	-22%	.	?	2%	-1	-2%	-8%
COc1ccc(C(=O)O)cc1S(=O)(=O)Nc1ccc(N2CCCCC2)cc1	47%[activator]	.	5%	.	-14%	-3%	-4	-19%	-10%
Clc1nccc(N2CCN(c3ccccc3Cl)CC2)n1	-9%	.	46%[activator]	.	-14%	4%	1	-4%	5%
COc1ccc(N2CCN(C(=O)CSc3nc(C)cs3)CC2)cc1	4%	45µM*	9%	-7%	-27%	-13%	0	-15%	-1%
COc1ccc(Cl)cc1S(=O)(=O)NC(C)c1cnn(-c2ccccn2)c1C (centres undefined)	-1%	.	.	.	.	.	-1	-1%	-2%
CNC[C@@H]1Oc2ccc(NS(=O)(=O)c3ccc(OC)cc3)cc2CC(=O)N([C@H](C)CO)C[C@@H]1C	18%	.	26%	.	-18%	26%	1	-5%	-1%
Cc1nnc(SCCOc2ccccc2)s1	-2%	.	93%[activator]	5%	8%	-6%	4	-12%	-1%
COc1nc(N)c(S(=O)(=O)c2ccccc2)cc1C#N	0%	17%[59 µM]	36%	-3%	2%	?	-1	-4%	25%
Cc1cc(C)c(CSc2nnc(C)n3c2cc2occc23)c(C)c1	1%	?	?	40µM*	?	?	-1	-16%	-6%
CCc1cc(=O)oc2cc(OC(C)C(=O)NCC3CCC(C(=O)O)CC3)c(Cl)cc12 (centres undefined)	6%	-4%	11%	-31%	-20%	-9%	-3	-5%	-5%
Cc1cc(C)cc(NC(=O)CCc2c(C)nn(-c3ccc(N4CCOCC4)nn3)c2C)c1	1%	6%[59 µM]	53%[activator]	-16%	-23%	-3%	0	-17%	-5%
COc1ccc(S(=O)(=O)Nc2cccc3c2O[C@H](CN(C)S(=O)(=O)c2cccs2)[C@@H](C)CN([C@H](C)CO)C3=O)cc1	-4%	.	64%[activator]	.	-14%	2%	-2	-1%	-3%
CN(C(=O)CSc1ncnc2sc(-c3ccccc3)cc12)C1CCS(=O)(=O)C1 (centres undefined)	3%	10%[12.7 µM]	35%	?	-3%	39%[activator]	0	29%	-2%
CC(=O)Nc1cccc(NC(=O)CCNC(=O)c2ccc(Cl)cc2)c1	-4%	22%[2.33 µM]	17%	-1%	-7%	-1%	2	10%	-9%
Cc1ccc2cc(C#N)c(NCCCNC(=O)C3CCCO3)nc2c1 (centres undefined)	5%	?	42%[activator]	0%	-2%	5%	-1	-4%	3%
CCC(=O)Nc1nc(C)c(-c2csc(Nc3cccc(O)c3)n2)s1	3%	40µM*	-14%	?	40µM*	10%	-3	-17%	.
CCCCOC(=O)Nc1ccc(S(=O)(=O)Nn2cnnc2)cc1	-8%	-39%[12.7 µM]	26%	-11%	-13%	-10%	2	-13%	3%
COc1ccc(C2Nc3ccccc3C(=O)N2Cc2ccccc2)cc1CN1CCOCC1 (centres undefined)	17%	7%	17%	-14%	-21%	-1%	4	-13%	-1%
O=C(NCCc1ccccn1)C1CC(=O)N(Cc2ccccc2Cl)C1 (centres undefined)	6%	3%	23%	8%	-6%	0%	0	-13%	5%
CC1(C(=O)N/N=C/c2cc3c(cc2Br)OCO3)CC1(Br)Br (centres undefined)	0%	6%	11%	-33%	-24%	-1%	1	-4%	-1%

Just JMJD2A Tudor inh, HP1b chromo inh and Pol eta inh, for some of the entries so far:
Compound	JMJD2A Tudor inh	HP1b chromo inh	Pol eta inh
CCC(=O)Nc1nc(C)c(-c2csc(Nc3cccc(O)c3)n2)s1	40µM*	-14%	-17%
CCCCOC(=O)Nc1ccc(S(=O)(=O)Nn2cnnc2)cc1	-13%	26%	-13%
COc1ccc(C2Nc3ccccc3C(=O)N2Cc2ccccc2)cc1CN1CCOCC1 (centres undefined)	-21%	17%	-13%

(next part)
SMILES	GLS inhibitor	G9a inh	HP1b chromo inh	BAZ2B block	JMJD2A Tudor inh	Pin1 inh	PI4K2A inh	Pol eta inh	Tb PGK inh
CCS(=O)(=O)c1ccc2oc(Nc3cc(Cl)ccc3OC)nc2c1	0%	35µM*	31%	5%	7%	0%	-1	-15%	1%
O=C(O)c1cc(-c2ccccc2)nn1CC1CC(c2cccc([N+](=O)[O-])c2)=NO1 (centres undefined)	-4%	.	27%	.	-15%	6%	0	8%	-1%
Cc1cc(NC(=O)COc2ccc([N+](=O)[O-])cc2)no1	-2%	-3%[12.7 µM]	66%[activator]	-3%	-16%	-2%	0	-9%	-1%
COc1ccc(C2Nc3ccccc3C(=O)N2c2ccc(Cl)cc2)cc1Cn1cc([N+](=O)[O-])cn1 (centres undefined)	3%	-10%[59 µM]	26%	-17%	?	2%	-3	1%	3%
C/C(Cc1ccccc1)=N\NC(=O)CNC(=O)c1ccc(Cl)cc1	-10%	.	43%[activator]	4%	-2%	-2%	6	-9%	i
O=C(CN1C(=O)c2ccccc2S1(=O)=O)NCCSCc1c(F)cccc1Cl	-29%	-41%	2%	-13%	-9%	2%	3	-7%	-9%
O=C(OC(C(=O)NCc1cccs1)c1ccccc1Cl)c1ccco1 (centres undefined)	4%	13%[59 µM]	20%	-4%	-10%	0%	-2	3%	i[11.5 µM]
Cc1cc(C)cc(NC(=O)COc2cccc3c(=O)n(C)ccc23)c1	7%	-3%[59 µM]	30%	1%	-4%	-7%	-2	-3%	0%
O=C(Nc1ccccc1C(=O)Nc1ccc(Cl)cc1)c1cccnc1	-1%	7%[2.33 µM]	22%	-1%	-9%	0%	-5	-21%	i
COc1ccccc1NC(=S)NC(=O)/C=C/c1cccs1	-11%	45µM*	-22%	.	-11%	8%	-13	-25%	0%
Cc1cc(C)cc(NC(=O)N2CCC(CN3CCc4ccccc4C3)CC2)c1	2%	-7%[59 µM]	27%	-4%	-8%	0%	2	-13%	-6%
CC1(C)CC(NC(=O)c2ccccc2C(=O)NC2CC(C)(C)NC(C)(C)C2)CC(C)(C)N1	-10%	-3%	42%[activator]	0%	4%	-1%	0	-20%	i
Cc1cc(C)c2nc(SC(C)C#N)cc(C)c2c1 (centres undefined)	3%	121%[activator][59 µM]	168%[activator]	69%[activator]	106%[activator]	?	5	-11%	-8%
CN(C)CCNC(=O)Cn1nc(C(F)F)cc1C1CC1	1%	?	-6%	-7%	-13%	-1%	-4	1%	-7%
Cc1ccc(CN(Cc2ccco2)C(=O)COc2c(C)cc(C)cc2C)cc1	-7%	38%[59 µM]	42%[activator]	34%	12%	1%	-1	-24%	-6%
COc1ccccc1NC(=S)NNC(=O)c1ccccc1Br	-22%	35µM*	19%	-7%	-4%	-1%	1	-15%	i
Cc1cc(=O)oc2cc(OC(C)C(=O)Nc3nccs3)ccc12 (centres undefined)	-2%	4%[59 µM]	26%	1%	-21%	0%	11	2%	-8%
Cc1ccc(CSCCC(=O)N2CCN(c3ccc(F)cc3)CC2)cc1	8%	?	-18%	-32%	?	-2%	6	-8%	?
C[C@H]1CN([C@@H](C)CO)C(=O)CCCn2nncc2CO[C@@H]1CN(C)S(=O)(=O)c1ccc2ccccc2c1	-12%	.	.	.	.	.	-3	-8%	-1%
O=C(Oc1ccccc1Cl)c1ccccc1P(=O)(O)O	21%	?	5%	?	?	1%	8	-11%	-7%
CS(=O)(=O)Nc1ccc(C(=O)N2CCc3ccccc3C2)cc1	-12%	17%	-6%	4%	-4%	?	6	-10%	-4%
CSc1cccc(CNC(=O)CC2C(=O)NCCN2CC(C)(C)C)c1 (centres undefined)	-10%	40µM*	29%	-18%	-15%	3%	0	-13%	-10%
CC(OC(=O)C1CCN(S(=O)(=O)c2ccc(C(C)(C)C)cc2)CC1)C(=O)N1CCOCC1 (centres undefined)	2%	18µM*	7%	5%	-9%	4%	7	-22%	4%
Cc1ccccc1S(=O)(=O)N(C)C[C@@H]1OCc2cnnn2CCCC(=O)N([C@H](C)CO)C[C@@H]1C	14%	.	.	.	.	.	1	0%	5%
S=c1[nH]nc(-c2ccc(Br)cc2)n1Cc1ccccc1	?	10µM*	-21%[57 µM]	?	?	1%	3	-15%	-3%

Screening data from PubChem.

A portion of the library (hit frequency here may not be typical).
